TRHR ag: TRH receptor (human) agonism | P34981 | TRHR cells, calcium flux fluo-8, FDSS agonist mode | activation, % at 2 µM | 0.18% of 360,000 active; further: 0% is about no effect
Target sequence (P34981 whole entry, looked up): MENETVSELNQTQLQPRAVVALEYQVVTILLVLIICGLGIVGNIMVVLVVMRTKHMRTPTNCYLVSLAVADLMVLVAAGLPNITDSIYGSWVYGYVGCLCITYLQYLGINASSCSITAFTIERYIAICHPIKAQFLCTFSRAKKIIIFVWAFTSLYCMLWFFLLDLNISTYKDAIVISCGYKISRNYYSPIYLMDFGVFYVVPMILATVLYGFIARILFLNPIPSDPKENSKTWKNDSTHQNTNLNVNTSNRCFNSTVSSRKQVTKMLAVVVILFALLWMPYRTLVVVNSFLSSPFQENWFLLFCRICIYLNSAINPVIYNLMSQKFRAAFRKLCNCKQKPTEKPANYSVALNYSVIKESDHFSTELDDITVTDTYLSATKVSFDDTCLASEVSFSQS
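Read-out: compound-evoked intracellular calcium rise in TRHR cells, fluo-8 dye, kinetic FDSS fluorescence at 1 s/cycle following a 10-cycle baseline. Cells cultured overnight before dye loading (30 min–1.5 h, RT).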
TRHR PAM: allosterically enhances the human TRH receptor; P34981; TRHR cells, fluo-8 calcium fluorescence, EC20 TRH enhancement; enhancement, % at 2 µM; 0.66% of 360,000 active; in the data active means enhancement above about 30%; further: 0% is about no effect
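Enhancer read-out: after compound pinning and an initial kinetic agonist-mode read, an EC20 of TRH (10 nM final) was injected and fluo-8 calcium signal (Ex 480/Em 530) followed at 1 s/cycle for 100 cycles in TRHR-expressing cells.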
RXFP1 antag: blocks the human relaxin receptor RXFP1 | Q9HBX9 | HEK293-RXFP1, relaxin-stimulated cAMP HTRF, 30 min; stronger effect = lower value | activity change, negative = inhibition, % at 57.5 µM | 0.59% of 350,000 active | AID 1259400;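 active means activity change of -60% or lower, but not beyond a set lower limit; inconclusive means change between -60% and -40%, or beyond the set limit; inactive means change above -40%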; further: on the % scale 0 is the no-effect control and ±100 the full control effect
D2 antag: antagonizes the human D2 dopamine receptor | P14416 | HEK293 TREx D2 cells, calcium flux, dopamine EC80 | inhibition, % at 10 µM | 2% of 340,000 active; in the data active means inhibition above about 30%; further: 0% is about no effect
Target sequence (P14416 whole entry, looked up): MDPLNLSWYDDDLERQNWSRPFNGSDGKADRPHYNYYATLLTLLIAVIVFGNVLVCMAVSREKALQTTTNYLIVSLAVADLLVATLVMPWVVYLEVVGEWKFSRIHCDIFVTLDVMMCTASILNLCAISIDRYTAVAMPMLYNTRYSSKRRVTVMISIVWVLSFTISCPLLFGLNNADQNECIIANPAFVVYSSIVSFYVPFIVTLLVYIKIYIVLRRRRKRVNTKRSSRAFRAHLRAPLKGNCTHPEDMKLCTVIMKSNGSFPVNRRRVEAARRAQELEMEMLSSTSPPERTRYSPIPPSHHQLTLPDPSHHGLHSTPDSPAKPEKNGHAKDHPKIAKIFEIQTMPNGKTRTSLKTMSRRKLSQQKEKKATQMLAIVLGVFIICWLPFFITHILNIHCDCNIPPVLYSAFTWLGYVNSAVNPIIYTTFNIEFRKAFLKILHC
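Tetracycline-induced HEK293 T-REx cells expressing D2 force-coupled to calcium signalling were dye-loaded, exposed to compound for 180 s, then challenged with an EC80 of dopamine; calcium flux was followed kinetically for a further 180 s.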
D2 agonist: D2 dopamine receptor (human) agonism | P14416 | HEK293 T-REx D2 cells, calcium flux agonist mode | activation, % at 2 µM | 0.53% of 340,000 active;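 active means activation over 3 SD above normal in the single-dose calcium agonist read, cut at about 30% in these data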; further: 0% is about no effect
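Tetracycline-induced HEK293 Trex cells with D2 receptor force-coupled to calcium signaling, plated overnight at 30 C and loaded with no-wash calcium dye. Calcium flux read kinetically for 180 s after compound addition; responses flag agonists.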
D1 antag: human D1 dopamine receptor antagonism | HEK293 TREx D1 cells, calcium flux, dopamine EC80; stronger effect = lower value | AID 504652 | 3.2% of 360,000 active | activity change, negative = inhibition, % at 10 µM; in the data active means activity change below about -30%; further: on the % scale 0 is the no-effect control and ±100 the full control effect
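Kinetic fluorescence of a calcium dye serves as the read-out. D1-expressing Hek293 Trex cells, induced overnight at 30 C, are exposed to compound for 180 s before an EC80 dopamine addition, then read 180 s further.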
D2 potentiator: positive allosteric modulators of human D2 dopamine receptor; 0.34% of 340,000 active; potentiation, % at 10 µM; P14416; HEK293 T-REx D2, calcium flux, EC20 dopamine potentiation; AID 485347;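 active means potentiation over 3 SD above the plate norm, cut at about 30% in these data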; further: 0% is about no effect
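Tetracycline-induced HEK293 T-REx cells force-coupled to calcium signalling expressed D2; compounds were pin-added after a 10 s baseline, read kinetically 180 s, then an EC20 dopamine challenge followed with a further 180 s calcium read.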
D1 agonist: human D1 receptor agonism. P21728. HEK293 T-REx D1 cells, calcium flux, agonist mode. activation, % at 2 µM. 1% of 360,000 active; further: 0% is about no effect
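Agonism was scored from calcium flux recorded over 180 s (1 read/s) after pintool compound addition, following a 10-cycle baseline. Cells were inducible force-coupled HEK293 TREx D1, plated overnight at 30 C and loaded with no-wash calcium dye.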
D1 PAM: potentiators of human D1 dopamine receptor; HEK293 TREx D1 cells, calcium flux, dopamine EC20 potentiation; AID 504651; P21728; 0.036% of 360,000 active; potentiation, % at 10 µM; in the data active means potentiation above about 30%; further: 0% is about no effect
* = called active by the depositor; ? = inconclusive; nt = not tested or not shown. Unless noted, no stated cut-off is given here; in the data, active means activation above about 30%; inactive means the rest.

SMILES	TRHR ag	TRHR PAM	RXFP1 antag	D2 antag	D2 agonist	D1 antag	D2 potentiator	D1 agonist	D1 PAM
COc1cccc(NC(=O)CNC(=O)Cn2cnc3sc(C)c(C)c3c2=O)c1	0.1	3	-9	nt	nt	11	nt	1	2
CCc1ccc(N2C(=O)N(CC(=O)C(C)(C)C)c3ccccc3S2(=O)=O)cc1	0.0	-4	nt	nt	-0.1	-16	3	1	-4
COc1cc(C2NC(=S)NC(c3ccccc3)=C2C(C)=O)ccc1O (configuration not stated)	-0.8	5	6	-5	-0.4	9	4	0	5
CC1=C(C(=O)Nc2ccccc2C(=O)NCc2ccccc2)SCCO1	-0.1	0	-6	7	-0.6	10	0	0	-1
Cc1ccc(NC(=O)c2ccc(NCc3ccc(F)cc3)nc2)cc1	5.5	5	-30	0	0.6	-11	10	2	-3
O=C(NCc1ccc(F)cc1)c1cccs1	-0.4	-8	-3	10	-0.6	3	2	2	-3
O=C(NCc1nnc2c(C(F)(F)F)cc(Cl)cn12)c1ccc2c(c1)OCO2	0.1	1	4	3	0.1	-16	-1	4	-8
CCC(C)n1c(SCc2ccccc2)nc2ccsc2c1=O (configuration not stated)	0.1	-3	nt	0	-0.5	5	2	14	4
COC(=O)C1=C(C)N(CC2CC2)C(=O)N[C@H]1c1ccc(Br)cc1	0.3	-11	nt	-11	1.7	10	0	1	0
Cc1ccnc(OC(C(=O)O)C(OCCc2ccccc2)(c2ccccc2)c2ccccc2)n1 (configuration not stated)	-0.3	2	-6	-1	-0.1	-2	1	4	4
COc1ccc(NC(=O)CCNS(=O)(=O)c2ccc3c(c2)CCN3C(=O)C2CC2)cc1Cl	-0.2	2	nt	nt	20	-7	-7	1	-5
CCCS(=O)(=O)c1nc(S(=O)(=O)c2ccc(C)cc2)c(NC(C)c2ccccc2)s1 (configuration not stated)	0.0	5	16	nt	0.4	-8	-3	3	-1
COc1ccc(Br)cc1/C=N/NC(=O)c1ccc2nc[nH]c2c1	0.0	-2	6	-3	0.4	0	12	0	-10
O=C(CSc1nnc(-c2ccccc2O)o1)N1CCCCC1	0.2	-1	4	9	-4.6	4	0	5	nt
Cc1ccc(NC(=O)CSc2nc3nc(C)c(Cc4ccccc4)c(C)n3n2)cc1	-0.4	1	-32	nt	0.5	16	-9	2	0
Cn1c(=O)c(Nc2ccc(Cl)cc2)c2c3c(cccc31)C(=O)c1ccccc1-2	17	0	13	-4	17	4	17	78*	7
CCC(C)NC(=O)Cn1c(-c2cccs2)cc2cc(Cl)ccc21 (configuration not stated)	0.3	28	-8	nt	-0.2	-7	-9	-1	-2
CCOC(=O)N1CCN(C(=O)CSc2nc3c(cnn3-c3ccc(Cl)cc3)c(=O)[nH]2)CC1	0.1	20	2	nt	nt	4	nt	-1	3
NC(=O)CSc1nnc(CNc2cccc(Cl)c2)n1CCc1ccccc1	0.6	-2	2	1	-0.4	7	1	2	4
CN(C)Cc1c(O)ccc2c(=O)c(-c3ccccc3)c(C(F)(F)F)oc12	-0.3	-4	12	-2	-0.1	-8	3	6	-1

Of the compounds above, 2 have a CF3 group.
SMILES	TRHR ag	TRHR PAM	RXFP1 antag	D2 antag	D2 agonist	D1 antag	D2 potentiator	D1 agonist	D1 PAM
O=C(NCc1nnc2c(C(F)(F)F)cc(Cl)cn12)c1ccc2c(c1)OCO2	0.1	1	4	3	0.1	-16	-1	4	-8
CN(C)Cc1c(O)ccc2c(=O)c(-c3ccccc3)c(C(F)(F)F)oc12	-0.3	-4	12	-2	-0.1	-8	3	6	-1

Following part:
SMILES	TRHR ag	TRHR PAM	RXFP1 antag	D2 antag	D2 agonist	D1 antag	D2 potentiator	D1 agonist	D1 PAM
CCOc1ccccc1N1CCN(C(=O)c2cc(-c3cc(OC)ccc3OC)nc3ccccc23)CC1	0.1	-10	2	-8	0.9	-7	-4	7	6
COc1ccc(-c2nc(CS(=O)CC(=O)N3CCN(C)CC3)c(C)o2)cc1OC (configuration not stated)	0.4	4	1	-9	1.2	-16	0	1	3
CCOC(=O)c1c(C)[nH]c(CCC(=O)Nc2ccc(Cl)cc2C)c1C	-0.5	3	-27	nt	0.0	-29	9	2	-3
CCOc1ccccc1NC(=O)c1c(NC(=O)c2cccc(C)c2)sc2c1CCCC2	-1.4	4	-1	nt	-0.4	3	-5	1	1
CCOC(=O)N1CCC(NCc2c(C(=O)N(C)Cc3ccccc3)nc3ccccn23)CC1	-1.2	7	-3	19	-0.6	20	17	0	15
CC(=O)c1cccc(NC(=O)C2C3C=CC(C3)C2C(=O)O)c1 (configuration not stated)	0.9	-5	-11	nt	nt	0	nt	4	-2
CCOc1ccc(-n2ccnc2SCC(=O)Nc2nnc(CC)s2)cc1	-0.3	8	4	nt	nt	-10	nt	4	-1
COc1ccccc1C(=O)COC(=O)CNS(=O)(=O)c1ccc(NC(C)=O)cc1	-0.2	0	-13	-1	-1.1	5	10	2	1
COCC(=O)Nc1nc2ccc(S(C)(=O)=O)cc2s1	0.4	6	2	9	-1.4	15	-1	2	0
N#Cc1nc(Cc2ccccc2)oc1NCCCn1ccnc1	-1.8	-2	8	-11	-0.3	-5	9	3	-5

Molecules above containing fluorine, in the order listed:
SMILES	TRHR ag	TRHR PAM	RXFP1 antag	D2 antag	D2 agonist	D1 antag	D2 potentiator	D1 agonist	D1 PAM
Cc1ccc(NC(=O)c2ccc(NCc3ccc(F)cc3)nc2)cc1	5.5	5	-30	0	0.6	-11	10	2	-3
O=C(NCc1ccc(F)cc1)c1cccs1	-0.4	-8	-3	10	-0.6	3	2	2	-3
O=C(NCc1nnc2c(C(F)(F)F)cc(Cl)cn12)c1ccc2c(c1)OCO2	0.1	1	4	3	0.1	-16	-1	4	-8
CN(C)Cc1c(O)ccc2c(=O)c(-c3ccccc3)c(C(F)(F)F)oc12	-0.3	-4	12	-2	-0.1	-8	3	6	-1

The list continues:
SMILES	TRHR ag	TRHR PAM	RXFP1 antag	D2 antag	D2 agonist	D1 antag	D2 potentiator	D1 agonist	D1 PAM
CSc1ccc(S(=O)(=O)NCCSc2ccccn2)cc1	-0.6	9	10	-11	0.5	-10	11	-2	0
CCOC(=O)c1ccccc1NC(=O)CN(c1ccccc1OC)S(=O)(=O)c1ccc(C)cc1	1.8	-15	-16	nt	1.3	-10	-7	6	-1
CC(NC(=O)c1ccccc1F)C1CC1 (configuration not stated)	0.7	8	-11	1	0.2	0	-6	2	-1
COc1ccc(-n2c(CC3C(=O)N(C)c4ccc(C)cc43)nc3ccccc3c2=O)cc1 (configuration not stated)	2.8	3	-3	nt	3.3	4	5	1	-1
O=C(O)c1ccc(/C=C2\SC(=S)N(NC(=O)c3ccc(Br)cc3)C2=O)cc1	0.2	-1	1	-16	0.2	-3	-1	2	3
Cc1ccc(-c2nnc(NCc3nc4ccccc4[nH]3)c3ccccc23)cc1S(=O)(=O)N1CCOCC1	0.4	0	-1	-6	0.8	-21	-5	7	-4
CCOC(=O)c1cc(S(=O)(=O)N(C)c2ccccc2)[nH]n1	-0.1	-3	nt	nt	nt	-7	-8	7	-4
CCCCOc1ccc(C(=O)CCN2CCOCC2)cc1	-1.2	0	-22	-5	0.2	-34*	6	10	-8
CC(C)N(CCCNC(=O)c1nn(C)c2c1CS(=O)(=O)c1ccccc1-2)Cc1ccccc1	-0.6	-10	-6	14	0.3	-11	-10	2	1
Cn1c(=O)n(Cc2ccccc2)c(=O)c2c1nc1n2CCN1c1ccccc1	-0.1	1	0	nt	-0.1	-27	-6	-1	-4
COc1cc(C2c3c(oc4ccccc4c3=O)C(=O)N2CCN2CCOCC2)cc(OC)c1OC (configuration not stated)	0.7	2	-11	10	0.2	17	10	2	-2
COCc1cc(C)nc(OCC(=O)N/N=C/c2ccc(OC)c(OC)c2)c1C#N	0.0	0	-30	12	0.3	20	4	-1	1
CCC(C)NC(=O)c1ccccc1NC(=O)/C(=C/c1ccc(OC)cc1)c1ccccc1 (configuration not stated)	0.6	-4	-3	-8	0.6	5	-2	12	-3
O=C(Nc1cccc(-c2ccc(N3CCOCC3)nn2)c1)c1ccc([N+](=O)[O-])cc1	-0.7	7	7	-6	-0.3	-12	28	-1	-3
CC(=O)Nc1ccccc1OC(C)C(=O)N1CC(C)CC(C)C1 (configuration not stated)	-0.1	9	?	nt	nt	21	nt	3	-2
COc1ccc(C2CC(=O)N(Cc3ccccc3)c3c2c(C)nn3-c2nc(C)cc(C)n2)c(OC)c1 (configuration not stated)	-0.2	-1	-1	nt	1.7	-2	14	-2	1
CCOC(=O)c1ccc(OCC2c3cc(OC)c(OC)cc3CCN2C(=O)c2ccc(S(=O)(=O)N3CCCC3)cc2)cc1 (configuration not stated)	0.9	-3	nt	nt	0.0	-3	12	6	-2
Cc1cc(NC(=O)CCC(=O)N(Cc2ccc(F)cc2)C(C(=O)NC2CCCC2)c2ccco2)no1 (configuration not stated)	-0.7	-2	-20	30	-1.3	10	8	3	-7
N#Cc1nc(-c2cccc3ccccc23)oc1N	0.0	0	nt	nt	nt	-4	nt	0	-5
COc1ccccc1CC(=O)Nc1ncc(C)s1	0.8	-4	1	-6	0.2	-13	4	2	0
Cc1ccc(C(=O)OCC(=O)N(CCc2ccccc2)Cc2ccccc2)cc1S(=O)(=O)N1CCOCC1	0.7	-4	4	5	0.3	-8	8	8	-8
CN(C)c1cc2c(cc1NC(=O)c1ccc(F)cc1)n(C)c(=O)n2C	-0.2	-3	4	nt	nt	2	5	4	1
Cc1csc2nc(O)c(C(=O)NC3CCCCCC3)c(=O)n12	-1.0	-5	24	nt	nt	3	nt	2	6
CCOc1ccc(C2NC(=O)C(C#N)=C(S)N2c2ccc(OC)cc2)cc1OC (configuration not stated)	-0.5	1	-13	-11	-0.7	14	11	4	1
COc1ccccc1N=NC1C(=O)N(C(N)=S)N=C1C (configuration not stated)	-0.6	8	-17	11	0.7	0	0	2	-9
Cc1ccc(C)n1-c1c(C(=O)NCC(C)c2ccccc2)sc2ncccc12 (configuration not stated)	-0.1	-1	-29	nt	-0.5	7	0	5	0
O=C(NC1CCCC1)C(=O)N(Cc1cccnc1)C(C(=O)NCc1ccco1)c1ccccc1F (configuration not stated)	0.4	-2	6	nt	nt	-5	nt	1	-4
O=C(NCCc1ccccc1)c1ccc2c(c1)CCN2S(=O)(=O)c1ccc(Cl)cc1	2.3	4	-18	nt	-0.1	1	2	7	-2
Cc1ccc(CNC(=O)c2cc3ccc4cccnc4c3[nH]2)cc1	-0.5	1	-11	nt	0.5	15	-19	7	-7
CSc1nc2c(c(=O)[nH]1)C(c1cccc(Cl)c1Cl)CC(=O)N2 (configuration not stated)	-0.6	9	-4	-11	-1.7	-12	10	7	2
COc1ccc(CNC(=O)CN(Cc2ccc(OC)cc2)C(=O)CCC(=O)Nc2nccs2)cc1	0.5	3	-1	4	0.2	-2	17	1	-7
COc1ccc(CN(C)C(=O)c2cc(S(=O)(=O)N3CCOCC3)ccc2N2CCCC2)cc1	-1.7	1	6	2	-1.8	0	0	-1	-1
Cc1cc(NC(=O)C2CCCCC2)ccc1NC(=O)c1ccccc1Cl	2.4	-7	-1	-15	0.0	5	0	-1	-6

No enrichment for hits; overall some 7.1% were active at least once.
